Source: PubChem (Sanford-Burnham Center for Chemical Genomics)
MPTP block: mitochondrial permeability transition pore inhibitors, primary screen, biochemical, isolated mouse mitochondria, absorbance. Ca2+ swelling absorbance, 30 min. inhibition, % at 10 µM. actives 1.4% (n = 360,000);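 active = inhibition of 50% or more, scaled per plate between neutral and stimulator controls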;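 also: 0% = DMSO wells given calcium and 100% = 1 mM EGTA wells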
SENP1 FRET inh: human SENP1 catalytic domain inhibitors, primary screen, biochemical, FRET, uHTS; recombinant SENP1 catalytic domain, CyPet-SUMO1-YPet FRET cleavage; Sentrin-specific protease 1 (Homo sapiens), Q9P0U3; inhibition, % at 10 µM; actives 0.21% (n = 360,000);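 active = inhibition at least 30% at 10 µM, raw YFP signal under a set limit, fluorescence ratio 0.5 to 1.5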;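 also: 0% = enzyme with DMSO and 100% = no enzyme wells; some results filed as inactive read as strong as hits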
Target sequence (Q9P0U3 419-644 limits assumed): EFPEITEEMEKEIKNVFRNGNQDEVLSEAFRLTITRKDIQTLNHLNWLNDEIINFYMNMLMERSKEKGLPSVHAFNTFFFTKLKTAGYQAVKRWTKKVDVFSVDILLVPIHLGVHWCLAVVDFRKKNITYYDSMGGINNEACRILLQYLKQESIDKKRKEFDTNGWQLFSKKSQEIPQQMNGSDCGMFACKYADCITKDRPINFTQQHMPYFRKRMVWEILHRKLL
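Test system: recombinant human SENP1 catalytic domain, His6-tagged / Medium: pH 8 Tris buffer with EDTA, NaCl, BME, BSA, NP40, catalase / Also added: SUMO1 FRET substrate flanked by Cypet and Ypet, 25 nM / Times: 50 min reaction at room temperature / Signal: FRET, CFP and YFP emission / Control set: no-enzyme low control and enzyme-plus-DMSO high control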
SENP8 inh: human SENP8 protease inhibitors, primary screen, biochemical, fluorescence, Nedd8 protein substrate, uHTS; Sentrin-specific protease 8 (Homo sapiens), Q96LD8; recombinant SENP8; inhibition, % at 20 µM; actives 0.64% (n = 360,000); AID 602440, 2012; in the data active = inhibition mostly above about 40%, no sharp cut-off; inactive = mostly below about 27%
Target sequence (Q96LD8 whole entry, looked up): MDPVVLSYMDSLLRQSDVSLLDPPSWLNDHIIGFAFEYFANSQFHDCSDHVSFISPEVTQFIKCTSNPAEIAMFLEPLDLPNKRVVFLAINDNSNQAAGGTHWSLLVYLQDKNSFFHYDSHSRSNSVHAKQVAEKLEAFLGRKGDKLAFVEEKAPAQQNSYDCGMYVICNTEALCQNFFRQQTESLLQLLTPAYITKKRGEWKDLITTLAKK
Numbers without * were called inactive; i = inactive. Only part of the results is shown. The share of hits here may be higher or lower than overall.

SMILES	MPTP block	SENP1 FRET inh	SENP8 inh
C[C@H](NC(=O)[C@@H]1CCCN1C(=O)[C@@H]1CCCN1)c1ccccc1	0.0	1.4	8.6
CCCNC(=O)C1(C)CCN(C(=O)c2ccccc2F)C1 (stereo not given)	-1.4	1.2	14.4
CC(=O)Nc1cccc(-c2cccc3nccn23)c1	-0.9	-2.8	-492.2
CC1(C(=O)NS(=O)(=O)Cc2cccc(Cl)c2)CCN1C(=O)C1(c2ccc(Cl)cc2)CCC1 (stereo not given)	2.1	1.9	11.6
Cc1noc(C)c1S(=O)(=O)NC(=O)C1(C)CCN1C(=O)Cc1ccc(Cl)cc1Cl (stereo not given)	1.0	1.8	11.7
COc1ccc(C(O)c2ncc(-c3ccccc3OC)[nH]2)cc1F (stereo not given)	1.0	-0.8	14.1
CC1(C(=O)NS(=O)(=O)c2ccc(C#N)cc2)CCN1C(=O)CCC1CCCC1 (stereo not given)	1.4	-1.0	17.8
CCC1(C2C=COC=C2)NC(=O)NC1=O (stereo not given)	-0.7	1.3	7.3
COC(=O)C1(C(=O)OC)C[C@H](/C=C/c2ccccc2)N(Cc2ccccc2OC)[C@@H]1c1ccccc1	1.5	2.4	0.6
CCc1nc2ccc(C(=O)N(CC)CCN(C)C)cn2c1N(CC)CCOC	0.3	-4.9	-11.6
Cc1ccc(S(=O)(=O)N2[C@H](CC(=O)OCc3ccccc3)OC[C@@H]2C)cc1	-0.6	0.4	8.9
Cn1nc(C(C)(C)C)cc1C(=O)N1CCCCC1c1cc(C(=O)Nc2ccccc2Cl)no1 (stereo not given)	1.2	0.6	11.2
O=C([C@H]1O[C@@H](n2ccc(=O)[nH]c2=O)[C@H](O)[C@@H]1O)N1CCSC1	-1.3	1.8	24.5
CCc1nc2ccc(C(=O)Nc3cc(-c4ccccc4)ccc3OC)cn2c1N(C)Cc1ccc(OC)cc1	3.4	-35.2	-6.6
Fc1ccc(-c2nc3c(Cl)cc(C(F)(F)F)cn3c2Cc2cccc(F)c2)cc1	0.2	1.0	-261.2
COc1ccc(Nc2nc(C)c(C(C)=O)s2)cc1	0.9	-5.8	-210.7
CC(C)NC(=O)C1(C)CCN1Cc1ccc(-c2ccccc2)cc1 (stereo not given)	0.4	3.2	4.6
CC(C)Oc1cc(F)ccc1-c1cc(C(=O)NCc2cccs2)[nH]n1	1.6	0.4	13.4
Cn1c(=O)c2cc(NC(=O)Nc3cccnc3)ccc2n1Cc1cccc(C(F)(F)F)c1	0.8	0.6	i
COc1ccc(C(C(=O)NCc2ccccc2)n2c(-c3ccccn3)nc3ccccc32)cc1 (stereo not given)	1.5	2.0	-6.6
CCOC(=O)C1CCCN(C(=O)C2(c3ccc(Cl)cc3)CCCC2)CC1 (stereo not given)	-0.2	1.9	9.2
CC(C)(C)c1ccc(S(=O)(=O)NC(=O)C2(C)CCN2C(=O)Cc2cccs2)cc1 (stereo not given)	5.2	1.1	6.4
CC(C)NC(=O)C1(C)CCN1C(=O)c1c(F)cccc1F (stereo not given)	-0.8	2.8	12.5
O=C(Nc1ccc(C(=O)N2CCCCC2)cc1)[C@H]1O[C@@H](n2ccc(=O)[nH]c2=O)[C@H](O)[C@@H]1O	0.3	0.4	27.5
CCc1nc2c(OCC(N)=O)cccn2c1N(C)C(=O)c1ccc(OC)cc1	0.1	-1.9	8.9
N#Cc1cccc(NC(=O)c2cc(C3CCCCN3S(=O)(=O)c3cccc4cccnc34)on2)c1 (stereo not given)	-0.4	3.3	9.7
COc1ccc(N=C(C)C2C(=O)c3ccccc3C2=O)cc1	-0.4	2.4	21.5
FC(F)(F)c1cccc(-c2cncc(N3CCN(CCN4CCCC4)CC3)n2)c1	1.6	-0.6	-148.3
CCCCn1nnnc1C(c1cc2ccccc2o1)N1CCCN(C(=O)OC(C)(C)C)CC1 (stereo not given)	1.3	-2.6	-5.9
Cc1cccc(S(=O)(=O)NC(=O)C2(C)CCN2C(=O)Cc2ccccc2)c1 (stereo not given)	-2.4	0.7	24.9
CC(C)c1ccc(CC(=O)N2CCC2(C)C(=O)Nc2ccccc2)cc1 (stereo not given)	0.5	1.8	16.2
CCCN(CC1CC1)c1cc2c(c3c1ccn3C)C1CCC2C1 (stereo not given)	1.1	-1.2	-11.3
O=C(Nc1ccc2c(c1)OCO2)c1cc(C2CCCCN2S(=O)(=O)c2cccs2)on1 (stereo not given)	-1.2	-0.7	8.8
COc1ccc(-c2oc3c(c2C(=O)OCCO)C(OCCO)CCC3)cc1 (stereo not given)	-2.1	1.6	-373.8
CCCS(=O)(=O)NC(=O)C1(C)CCN(C(=O)c2ccccc2OC)C1 (stereo not given)	1.2	0.8	19.7
COC(=O)[C@@H](Cc1ccccc1)NC(=O)/C=C/[C@H]1O[C@@H](n2cnc3c(NC(=O)c4ccccc4)ncnc32)[C@H](O)[C@@H]1O	-0.2	2.4	18.8
CCC(CC)C(=O)N(C)c1c(C)nc2c(OCc3cccc(OC)c3)cccn12	0.2	-2.1	0.9
CC(=O)c1ccc(-c2cnc3c(NC=O)cc(-c4ccc(C(=O)N5CCOCC5)cc4)cn23)cc1	0.5	-6.5	-481.0
CC1(C(=O)Nc2ccc(Cl)c(Cl)c2)CCN1Cc1cc2ccccc2o1 (stereo not given)	-0.6	2.0	9.5
Cc1ccc(F)cc1C(=O)N1CCOCC1c1cc(C(=O)NCc2ccccc2)no1 (stereo not given)	0.3	4.6	22.3
CC(C)(C)NC(=O)C(c1cccc2ccccc12)n1c(=O)c(-c2cc3ccccc3[nH]2)nc2ccccc21 (stereo not given)	4.6	-16.7	-414.3
CCCc1nc2cc(C)c(Br)c(C)n2c1Cc1ccccc1OC	4.4	-3.2	-30.6
COc1ccc(CC(N)c2csc(NC(=O)C(c3ccccc3)c3ccccc3)n2)cc1 (stereo not given)	2.3	-2.6	5.6
COc1ccc([C@H]2CC(=O)C[C@@H](CCn3cc(-c4ccccc4)nn3)O2)cc1	-0.2	-0.6	15.5
CC(=O)Nc1cccc(-c2csc(C(O)c3ccccc3)n2)c1 (stereo not given)	0.7	1.8	1.3
COc1ccc(NC(=O)c2sc(=O)n(Cc3cccc(C(F)(F)F)c3)c2C)cc1OC	-0.7	0.2	-0.9
CC(C)C[C@H]1CN([C@@H](CC(C)C)CN2CCCC2CN2C(=S)NC[C@@H]2Cc2ccccc2)C(=S)N1CC1CCCCC1 (stereo not given in full)	0.6	2.5	25.9
COc1ccc(CCNC(=O)Nc2nc(CN)cs2)cc1OC	-1.8	-1.3	13.9
CC(=O)Nc1cccc(-c2ccnc3c2CC(C)(C(=O)NCc2cccs2)O3)c1 (stereo not given)	-0.9	-0.9	13.3
C#CCNC(=O)C[C@@H]1C[C@@]2(C(=O)OC)CCCCC=C2N(Cc2ccccc2)C1=O	-0.9	2.7	11.1
Next section
SMILES	MPTP block	SENP1 FRET inh	SENP8 inh
CC1=C(C(=O)N(C(C)C)C(C)C)CC(CC(=O)NCCCN(C)C)C(=O)N1CCCN1CCCC1=O (stereo not given)	-0.8	4.3	21.8
CCCCCNC(=O)C(c1ccncc1)n1c(=O)c(-c2ccco2)nc2ccccc21 (stereo not given)	0.2	-53.7	-420.8
CC(C)C(=O)N1CCC1(C)C(=O)Nc1ccc2cn[nH]c2c1 (stereo not given)	-1.4	-1.2	15.9
COC(=O)N1CCC2CC1c1c(Cl)cccc12 (stereo not given)	-1.4	1.8	13.5
CCCS(=O)(=O)NC(=O)C1(C)CCN(C(=O)C2(c3ccc(Cl)cc3)CCCC2)C1 (stereo not given)	0.0	0.5	19.0
CN(C)CCN(C)C1CN(Cc2ccc(F)cc2)S(=O)(=O)C1 (stereo not given)	0.4	-5.4	9.5
COC(=O)[C@]12CCCCC=C1N(Cc1ccc(Cl)cc1Cl)C(=O)[C@H](CC(=O)NCc1cccs1)C2	1.0	1.3	10.1
CNc1cncc(-c2cccc(OC)c2F)n1	-1.2	-0.1	i
CCOC(=O)C1(C)CCCN(C(=O)c2ccc(OC(F)F)cc2)C1 (stereo not given)	1.2	1.0	12.4
CCCCOCCCNC(=O)C[C@@H]1C[C@@]2(C(=O)OC)CC(C)(C)CC=C2N(Cc2ccc3c(c2)OCO3)C1=O	1.5	2.4	14.0

Structures shown so far with a thiophene ring, fused or not:
SMILES	MPTP block	SENP1 FRET inh	SENP8 inh
CC(C)Oc1cc(F)ccc1-c1cc(C(=O)NCc2cccs2)[nH]n1	1.6	0.4	13.4
CC(C)(C)c1ccc(S(=O)(=O)NC(=O)C2(C)CCN2C(=O)Cc2cccs2)cc1 (stereo not given)	5.2	1.1	6.4
O=C(Nc1ccc2c(c1)OCO2)c1cc(C2CCCCN2S(=O)(=O)c2cccs2)on1 (stereo not given)	-1.2	-0.7	8.8
CC(=O)Nc1cccc(-c2ccnc3c2CC(C)(C(=O)NCc2cccs2)O3)c1 (stereo not given)	-0.9	-0.9	13.3
COC(=O)[C@]12CCCCC=C1N(Cc1ccc(Cl)cc1Cl)C(=O)[C@H](CC(=O)NCc1cccs1)C2	1.0	1.3	10.1

(listing goes on)
SMILES	MPTP block	SENP1 FRET inh	SENP8 inh
Cc1cc2oc(=O)cc(CN3CCCC3)c2cc1Cl	-0.2	-49.5	-46.4
COC(=O)C1=CN(c2ccc(Oc3ccccc3)cc2)C(N)=C(C#N)C1c1cccc(OC)c1OC (stereo not given)	3.2	-9.9	-119.8
O=C(Nc1ccn(C2CCC(CO)O2)c(=O)n1)c1ccccc1 (stereo not given)	-0.2	-2.5	2.8
CCc1ccc([C@@H]2CC(=O)[C@@H]3CN(S(=O)(=O)c4ccc(C)cc4)[C@H](c4ccc(Cl)cc4)C[C@@H]3N2S(=O)(=O)c2ccc(C)cc2)cc1	1.6	2.1	11.8
CCCCNC(=O)c1ccc2nc(CC)c(N(CC)CCN(C)C)n2c1	0.8	-36.9	1.8
COc1ccc(NC(=O)C2(C)Cc3c(-c4ccccc4)ccnc3O2)cn1 (stereo not given)	2.5	0.8	9.2
O=C(C(=O)N1CCCN(Cc2ccc(F)cc2)CC1)c1ccccc1	-1.7	-0.5	12.9
Cn1nc(C(C)(C)C)cc1N1C(=O)CCC1(C)C(=O)NCc1ccccc1 (stereo not given)	0.9	1.1	8.0
CCCNC(=O)C1(C)CCCN(CC(=O)c2ccc3c(c2)OCCO3)C1 (stereo not given)	-0.2	-1.9	2.7
CNc1ncnc2c1ncn2[C@H]1CN(Cc2ccc(-c3ccccc3)cc2)C[C@@H](CO)O1	0.4	-2.4	5.9
Cc1cc(O)ccc1-c1cccc2nccn12	-0.8	0.0	i
COC(=O)C[C@H]1C=C[C@@H](NC(=O)c2ccncc2)[C@@H](CO)O1	-0.6	2.0	8.5
COc1cc(OC)cc(C2=Cc3ccccc3C(CC(=O)c3ccco3)N2c2ccc(-c3cccnc3)cc2)c1 (stereo not given)	0.6	-3.1	-127.4
CC1(c2nnnn2-c2ccc3c(c2)OCCO3)CCC(=O)N1CCOc1ccccc1 (stereo not given)	0.6	0.0	18.3
O=C(NCc1ccccc1)C(c1cccc2ccccc12)n1c(=O)c(-c2ccco2)nc2ccccc21 (stereo not given)	1.3	-49.3	-396.2
COc1ccc(C(=O)CSC(=S)N2CCCCC2)cc1	-1.2	1.5	4.6
CC1(C(=O)Nc2ccc3c(c2)OCO3)CCN1C(=O)C1CCCCC1 (stereo not given)	-0.2	0.8	0.9
COc1ccc2[nH]c3c(c(=O)c2c1)CCCC3	0.2	-107.5	-298.2
Cc1cccc(S(=O)(=O)NC(=O)C2(C)CCN2C(=O)c2sccc2C)c1 (stereo not given)	1.0	2.1	10.7
CCOC(=O)C(C)Oc1cccc2c(=O)n(CC(=O)Nc3ccc(OC)cc3)ccc12 (stereo not given)	0.2	0.7	-50.7
NC(c1ccccc1)c1csc(NC(=O)NCCc2ccccc2)n1 (stereo not given)	3.1	-0.2	10.6
Cc1ccc(S(=O)(=O)N2CCC(=O)N([C@H](COC(=O)Nc3ccccc3)Cc3ccccc3)CC2)cc1	0.7	1.7	3.4
COc1ccc(OC)c(NC(=O)C2(C)CCN2Cc2ccc(SC)cc2)c1 (stereo not given)	0.1	2.4	22.1
CCOC1=C2CN(S(=O)(=O)c3ccc(C)cc3)[C@H](c3cccs3)C[C@H]2n2c(=O)n(-c3ccccc3)c(=O)n2C1	-1.0	-0.5	14.5
CCCNC(=O)C1(C)CCCN(Cc2ccc(-c3ccccc3)o2)C1 (stereo not given)	-0.5	1.8	6.9
CC(C)[C@@H]1Cc2[nH][nH]c(=O)c2[C@H](c2ccc(F)cc2)O1	-1.9	2.1	14.5
COc1cccc(C(c2nnnn2-c2c(C)cccc2C)N2CCN(C/C=C/c3ccccc3)CC2)c1OC (stereo not given)	-0.3	3.4	23.3
CCNC(=O)c1cc2c(c(-c3cccc(-c4cccc(C(=O)N(C)C)c4)c3)n1)[C@H](CCO)N(S(=O)C(C)(C)C)C2 (stereo not given in full)	0.2	-21.1	-47.3
O=C(NC(c1ccccc1)c1ccc2ccccc2n1)C1CCN(Cc2cccc(C(F)(F)F)c2)CC1 (stereo not given)	2.5	-0.8	-3.2
CCCCC1Cc2[nH]c(=S)[nH]c(=O)c2C(C(C)C)O1 (stereo not given)	-0.9	-0.7	19.3
